FLuc modulator: firefly luciferase modulation, counter-screen for miR-21 project; P08659; purified FLuc, Km substrates, luminescence inhibition; Potency, µM (doses to about 57.5 µM), for the others: at the highest dose activity change, negative = inhibition, usual class: inhibitors; actives 6.9% (n = 360,000); AID 588342; active = well fitted inhibition curve with a large enough effect; inconclusive = small, poorly fitted or top-dose-only effect;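 also: plate controls were vehicle for no effect and reference inhibitor for full effect; nearly all actives have a fitted effect of over 55% in size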
Target sequence (P08659 whole entry, looked up): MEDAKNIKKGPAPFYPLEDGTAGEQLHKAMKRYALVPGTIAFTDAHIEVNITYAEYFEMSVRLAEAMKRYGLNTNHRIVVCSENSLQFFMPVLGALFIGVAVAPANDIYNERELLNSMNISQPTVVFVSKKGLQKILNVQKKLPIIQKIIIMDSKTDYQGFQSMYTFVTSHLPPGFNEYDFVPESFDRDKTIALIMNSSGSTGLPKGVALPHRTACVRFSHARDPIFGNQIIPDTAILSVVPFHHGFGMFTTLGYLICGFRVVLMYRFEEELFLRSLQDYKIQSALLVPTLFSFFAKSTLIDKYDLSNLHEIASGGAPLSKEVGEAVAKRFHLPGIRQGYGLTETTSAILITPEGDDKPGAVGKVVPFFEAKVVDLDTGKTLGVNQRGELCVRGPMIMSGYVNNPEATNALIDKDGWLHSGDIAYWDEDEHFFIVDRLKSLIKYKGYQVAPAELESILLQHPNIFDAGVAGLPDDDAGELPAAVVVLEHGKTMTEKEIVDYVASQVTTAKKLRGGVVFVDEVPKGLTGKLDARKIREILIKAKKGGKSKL
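Purified P. pyralis luciferase (10nM final) with 10uM D-luciferin and 10uM ATP (Km levels) in 50mM Tris acetate pH 7.5, 10mM Mg acetate, 0.01% Tween-20, 0.05% BSA; qHTS 6-point titration, ~60 µM downward; luminescence read.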
Starred values were filed as active, the others as inactive; ? = inconclusive. Potency is read from the fitted curve at half-maximal effect. The list is partial, so the mix of outcomes need not match the whole.

Structure,FLuc modulator
Cc1c(Cl)cccc1NC(=O)CCS(=O)(=O)c1ccc2c(c1)oc(=O)n2C,-6%
O=C(CCCCCn1c(=O)c2sccc2n(CC(=O)Nc2ccccc2F)c1=O)NCc1ccc2c(c1)OCO2,-3%
CN(C(=O)c1nn(C)c2c1COc1ccccc1-2)c1cccc(C(F)(F)F)c1,4%
CC(C)(C)c1ccc(CN(Cc2ccco2)c2cnc(S(C)(=O)=O)nc2C(=O)Nc2ccc(F)cc2)cc1,0%
CCCCN(CC)CCCNC(=O)Cn1ncc2c3ccccc3n(C)c2c1=O,-5%
Cc1ccc(C)c(N2CCN(CCCNC(=O)Nc3ccc(Cl)cc3)CC2)c1,1%
COc1ccc(OC)c(NC(=O)CSc2cn(CC(=O)N3CCCCCC3)c3ccccc23)c1,-4%
Cn1c(=O)c2c(nc(SCC(=O)Nc3ccc(OC(F)(F)F)cc3)n2Cc2cccc(C(F)(F)F)c2)n(C)c1=O,-4%
O=c1n(Cc2ccc(F)cc2Cl)c2ccccc2c2nc(-c3ccccc3)nn12,-5%
COc1ccc(-n2cc(C(=O)NCc3ccc(Cl)cc3)c3ccccc3c2=O)cc1,0%
O=C(NC1CC(=O)N(c2ccc(F)cc2)C1)C(c1ccccc1)c1ccccc1 (stereo unspecified),-3%
Cc1ccccc1C(=O)NNc1ncnc2c1cnn2-c1cccc(Cl)c1,4%
COc1ccc(/C=C/C(=O)Nc2ccc3nc(N4CCC(C)CC4)cc(C)c3c2)cc1OC,-7%
CCc1ccc(NC(=O)CSc2nc(=O)n(Cc3ccco3)c3c2CCC3)cc1,?
COc1ccc(Cl)cc1NC(=O)Cn1ccn(Cc2ccc(C)cc2)c(=O)c1=O,?
Cc1ccccc1NC(=O)CCC(=O)N1CC(C)Sc2ccccc21 (stereo unspecified),3%
O=C(c1cnn2c1NC(=C1CC1)C=C2C(F)F)N(C1CCCCC1)C1CCCCC1,1%
O=C(CSc1nnc(-c2cccs2)o1)Oc1ccccc1,0%
Cc1ccc(S(=O)(=O)NCCc2nnc3ccc(SCC(=O)Nc4ccc(OC(F)(F)F)cc4)nn23)cc1,5%
COC(=O)c1c(C)sc(-c2c(-c3ccc4c(c3)OCCO4)[nH]c3c2c(=O)[nH]c(=O)n3C)c1O,-9%
Cc1nc2nc(C(F)(F)F)[nH]n2c(=O)c1Cc1ccccc1,?
CN(C)c1ccc(C(CNC(=O)c2ccccc2C(F)(F)F)N2CCOCC2)cc1 (stereo unspecified),-2%
CC(=O)N1CCc2nc3sc(C(=O)c4ccc(F)cc4)c(N)c3c(C(F)(F)F)c2C1,?
O=C(CCOc1ccccc1)N(Cc1cccnc1)c1nc2c(Cl)cccc2s1,-12%
CCCCN1CCCc2cc(CN(CCCN3CCOCC3)C(=O)Nc3ccc(OCC)cc3)ccc21,4%
Cc1ccc(Nc2nc3ccccc3c3nncn23)cc1C,?
COc1ccc(NC(=O)CSC2=Nc3ccccc3C3=NC(Cc4ccccc4)C(=O)N23)cc1 (stereo unspecified),-2%
C=CCc1ccccc1OCc1nc2ccccc2n1CC,?
COc1ccc(NC(=O)CCCSc2nc(-c3ccco3)cc(C(F)(F)F)n2)c(OC)c1,-9%
CC(=O)N1CCC2(CC1)OC(=O)C(C)=C2C(=O)Nc1ccccc1C(F)(F)F,2%

Overlap with the part before: 6 entries; new compounds follow.
Structure,FLuc modulator
CCCCN1CCCc2cc(CN(CCCN3CCOCC3)C(=O)Nc3ccc(OCC)cc3)ccc21,4%
Cc1ccc(Nc2nc3ccccc3c3nncn23)cc1C,?
COc1ccc(NC(=O)CSC2=Nc3ccccc3C3=NC(Cc4ccccc4)C(=O)N23)cc1 (stereo unspecified),-2%
C=CCc1ccccc1OCc1nc2ccccc2n1CC,?
COc1ccc(NC(=O)CCCSc2nc(-c3ccco3)cc(C(F)(F)F)n2)c(OC)c1,-9%
CC(=O)N1CCC2(CC1)OC(=O)C(C)=C2C(=O)Nc1ccccc1C(F)(F)F,2%
COc1ccc(NC(=O)c2oc3ccc(S(=O)(=O)N(C)C4CCCCC4)cc3c2C)cc1Cl,-3%
O=C(Nc1nnc(S(=O)(=O)N2CCCc3ccccc32)s1)c1ccccc1,?
CC(=O)c1cccc(NC(=O)Nc2c(C)n(C)n(-c3ccccc3)c2=O)c1,-1%
COc1cccc(CNC(=O)C(=O)Nc2ccc3nc4n(c(=O)c3c2)CCCCC4)c1,5%
O=C(Nc1ccc(F)c(Cl)c1)C1CCCN(c2ncnc3onc(-c4ccc(F)cc4)c23)C1 (stereo unspecified),-2%
COc1ccc(NC(=O)C(NS(=O)(=O)c2cccc3nsnc23)C(C)C)cc1OC (stereo unspecified),-2%
Cc1cccc(C(=O)Nc2cccc(C(=O)OCc3cc(=O)n4nc(C(C)C)sc4n3)c2)c1,-20%
COc1ccc(C(=O)NCc2ccc3c(c2)CCN3C(=O)c2cccc(C)c2)cc1OC,-17%
Cc1cc(C)cc(Nc2ncnc3onc(-c4ccc(F)cc4)c23)c1,0%
Cc1ccc(NC(=O)/C(C#N)=C/c2ccc(-c3ccc(Cl)c(C(=O)O)c3)o2)cc1C,3.8µM*
Cc1ccc(NC(=O)Nc2ccccc2OCc2cc(=O)n3ccccc3n2)c(Cl)c1,2%
COc1ccc(-c2onc(C)c2C)cc1S(=O)(=O)NCC1CCN(Cc2cc(C)ccc2C)CC1,-2%
O=C(Cc1ccc(F)cc1)NCc1nc2cccnc2n1Cc1ccc(F)cc1,1%
COc1ccc(OC)c(CCNC(=O)c2sc3nc4n(c(=O)c3c2C)CCCC4)c1,0%
COc1cccc(-c2cc(C(=O)Nc3ccc(Br)c(C)c3)[nH]n2)c1,-6%

Looked up by structure from the entries so far (2):
Structure,FLuc modulator
COc1cccc(-c2cc(C(=O)Nc3ccc(Br)c(C)c3)[nH]n2)c1,-6%
Cc1cc(C)cc(Nc2ncnc3onc(-c4ccc(F)cc4)c23)c1,0%

Carrying on:
Structure,FLuc modulator
Cc1cc(C)cc(NC(=O)CSc2oc(-c3cccs3)nc2S(=O)(=O)c2ccc(Br)cc2)c1,0%
O=C(NCc1ccc(Cl)cc1)c1cc2cccc3c2n1CCS3,-14%
CC1=C(C(N)=O)C(c2ccccc2F)n2nc(-c3ccc(Cl)cc3)nc2N1 (stereo unspecified),?
COc1ccc(NC(=O)N2CCC(CN3CCCC3)CC2)c(OC)c1,2%
O=C(CCC1N=C2c3ccccc3N=C(SCc3cccc(Cl)c3)N2C1=O)NCc1cccs1 (stereo unspecified),5%
COc1ccc(OC)c(-c2csc(-c3c(N)c(C(=O)c4ccc(Cl)cc4)n4ccccc34)n2)c1,2%
COc1cc(OC)c(NC(=O)Cn2cnc3sc(C)c(S(=O)(=O)N4CCN(C)CC4)c3c2=O)cc1Cl,-1%
CC(C)(C)OC(=O)N1CCC(c2c(C(=O)N3CCN(C4CCCCC4)CC3)cnn2-c2cccc(Cl)c2)CC1,-6%
CCOc1ccc(NC(=O)C(CC)n2c(=O)c(-c3ccccc3NC(C)=O)nc3ccccc32)cc1 (stereo unspecified),-8%
Cc1ccc(CN(Cc2ccco2)C(=O)c2ccccc2Cl)o1,3%
COc1ccc2cc(CNc3ccccc3)c(=O)n(CC(=O)Nc3ccc(C)cc3C)c2c1,2%
Cc1nc2ccccc2n1CC(O)COc1ccc(C(=O)O)cc1 (stereo unspecified),-5%
COc1cccc(CNC(=O)C2CCN(S(=O)(=O)c3c(C)noc3/C=C/c3cccs3)CC2)c1,-2%
CCCC(=O)NCC1(N(C)C)CCCCC1,0%
CN(C)c1ccc(CNC(=O)C2COc3ccccc3C2)cc1 (stereo unspecified),-16%

Individual results from the results shown.
Entry for `COc1ccc(NC(=O)N2CCC(CN3CCCC3)CC2)c(OC)c1` under FLuc modulator: 2%
Entry for `CN(C)c1ccc(CNC(=O)C2COc3ccccc3C2)cc1` (stereo unspecified) under FLuc modulator: -16%
Entry for `CC(C)(C)OC(=O)N1CCC(c2c(C(=O)N3CCN(C4CCCCC4)CC3)cnn2-c2cccc(Cl)c2)CC1` under FLuc modulator: -6%
Entry for `COc1ccc2cc(CNc3ccccc3)c(=O)n(CC(=O)Nc3ccc(C)cc3C)c2c1` under FLuc modulator: 2%

The list continues:
molecule	FLuc modulator
CCOc1ccccc1NC(=O)C1CCN(S(=O)(=O)c2cccc3nonc23)CC1	-3%
CCOc1ccc(-c2cc(C(=O)NC(C)c3ccccc3)c3ccccc3n2)cc1 (stereo unspecified)	?
CCN(Cc1ccccc1)c1ncnc2c1nnn2C	-8%
COc1ccc(C(=O)Nc2noc3ccccc23)cc1	0.24µM*
Cc1ccc(CNC(=O)c2ccc(CN3CC(=O)N4CCCCC4C3=O)cc2)cc1 (stereo unspecified)	4%
Cc1nc(Oc2ccccc2C)c2oc3ccccc3c2n1	2%
COc1ccc(NC(=O)Cn2c(=O)n(Cc3ccccc3)c(=O)c3oc4ccccc4c32)cc1Cl	2.4µM*
CC(=O)c1ccc(NS(=O)(=O)c2cnc(N)nc2)cc1	-9%
COc1ccc(-c2cn3nc(SCC(=O)Nc4cccc(C)c4C)ccc3n2)cc1	2.1µM*
CC1(C)O[C@H]2[C@@H](O1)[C@@H](C(=O)Nc1ccccc1C(F)(F)F)O[C@@H]1OC(C)(C)O[C@@H]12	0%
Cc1ccc(OCC(=O)Nc2ccc(OCc3cc(=O)n4c(C)csc4n3)cc2)cc1C	0%
CCOC(=O)c1noc2ncn(Cc3ccc([N+](=O)[O-])cc3)c(=O)c12	1%
O=C(Nc1cccc(C(=O)N2CCN(c3cccc(Cl)c3)CC2)c1)c1nsc2ccccc12	2.7µM*
Cc1c(Cl)cccc1-n1nnc(-c2nc(-c3ccc4c(c3)OCO4)no2)c1C	3µM*
COc1ccc(Nc2nc(N)c3cc(OC)c(OC)cc3n2)cc1	15µM*
COc1ccc(-c2ccc(NS(=O)(=O)c3cccc(C)c3)cc2)nn1	0%
COc1ccc(Cn2c(C(=O)O)c(CNC3CCC(C)CC3)c3ccc(C)cc32)cc1 (stereo unspecified)	-6%
CCN(c1ccccc1)c1ccc2cc(S(=O)(=O)N3CCCC3)ccc2n1	-1%
Cc1ccc2c(=O)cc(C(=O)Nc3c(C(=O)Nc4cccc(Cl)c4)oc4ccccc34)oc2c1	1%
Cc1ccc(NC(=O)CSc2nc3c(c(=O)[nH]2)CCC3)cc1Cl	-7%
COc1cccc2c1cc1c(=O)n(CC(=O)N3CCN(c4ccc(F)cc4)CC3)nc(C)n12	-6%
Cc1cccc2sc(N(Cc3cccnc3)C(=O)Cc3ccccc3)nc12	-15%
Cc1ccc(NC(=O)CSc2nc(=O)n(CCN3CCOCC3)c3c2CCC3)cc1Cl	-9%
CC(=O)Nc1ccc(S(=O)(=O)NC2(C(F)(F)F)C(=O)Nc3c2c(=O)[nH]c(=O)n3-c2ccc(C)cc2)cc1 (stereo unspecified)	-14%
CCc1nn2c(=O)cc(COC(=O)c3cccc(NC(=O)COc4ccccc4)c3)nc2s1	6%
COc1cc(C)ccc1OCCn1c(-c2ccc(Cl)cc2)nc2ccccc2c1=O	-3%
Cc1ccc(C)c(N2CCN(C(=O)C3CCCN(Cc4nc(-c5cccc(Cl)c5)oc4C)C3)CC2)c1 (stereo unspecified)	?
CC(=O)Nc1cccc(NC(=O)c2c(-c3ccccc3)c(-c3ccccc3)nn(C)c2=O)c1	-13%
Cc1cccc(N2CCN(C(=O)CSCc3ccc(F)cc3)CC2)c1C	?
Cc1ccc(NC(=O)CCC(=O)N2Cc3ccccc3Oc3ncccc32)cc1F	-16%
Cc1ccccc1NC(=O)Cn1cc(C(=O)c2ccco2)c2ccccc21	-6%
COc1cc(O)ccc1C1CC(=O)Nc2c1c(=O)nc(SCc1ccccc1C)n2C (stereo unspecified)	?
COc1ccc(Cl)cc1Nc1sc(C(=O)c2ccccc2)c(N)c1C(=O)Nc1ccccc1	-3%
CCc1ccc(S(=O)(=O)NCc2nc3cccnc3n2Cc2ccccc2Cl)cc1	2%
COc1ccccc1NC(=O)CSc1nnc(-c2cccc(Cl)c2)o1	-13%
CCc1cc(=O)oc2c(C)c3c(cc12)CN(CCc1ccccc1)CO3	-1%
CCOc1ccc(-n2c(=O)c3c(C)c(C)sc3n(Cc3ccc(C(C)(C)C)cc3)c2=O)cc1	-4%
CCOc1ccccc1NC(=O)c1c(NCc2ccc(OC)c(OC)c2OC)sc2c1CCC(C)C2 (stereo unspecified)	-15%
CCOc1ccccc1C(=O)Nc1ccc(S(=O)(=O)Nc2onc(C)c2C)cc1	?
Cc1ccc(NC(=O)Cn2cc(S(=O)(=O)N3CCCC3)c(S(=O)(=O)N3CCCC3)c2)c(C)c1	-2%
Cc1cccc(C(=O)N2CCC(N3CCN(Cc4ccc(F)cc4)C(=O)C3=O)CC2)c1	-6%
O=c1cc(CSc2ncn[nH]2)[nH]c2ccc(F)cc12	8%
CC1Cc2cc(S(=O)(=O)N3CCN(c4ccccc4F)CC3)ccc2N1C(=O)C1CCC1 (stereo unspecified)	-7%
Cc1c(C(=O)O)oc2c1-c1nn(Cc3ccccc3Cl)cc1CC2	?
Cc1ccc(CNC(=O)CSc2nc3c(sc4ccccc43)c(=O)n2CCCC(=O)NCCO)cc1	?
O=C(NCC(c1cccnc1)N1CCN(c2ccccc2F)CC1)c1ccc(F)cc1 (stereo unspecified)	-1%
Cc1ccccc1Cn1c(SCc2ccc(C(=O)NC3CCCC3)cc2)nc2ccncc21	-16%
CCCCn1cc(S(=O)(=O)c2ccc(OC)cc2)c(=O)c2cc(F)c(N3CCCC3)cc21	6%
Cc1cc(C)c2c(CC(=O)Nc3nnc(CC(C)C)s3)coc2c1	2%

Screening results as filed in PubChem BioAssay.
